Exocytosis inh: LAMP-1 surface exposure blockers, TALL-104 cells – cell-based, flow cytometry, MLPCN library, primary screen | actives 0.66% (n = 360,000) | TALL-104 LAMP-1 surface exposure; cells stimulated with thapsigargin and PMA | inhibition, % at 10 µM;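 active = inhibition above about 55%, limit read from the data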
N-glyco inh: increase of ERlucT glycosylation luciferase signal, primary screen, N-linked glycosylation inhibitor project, D54 ERlucT cells, luminescence, set 2 | reporter increase, % at 12.5 µM | AID 588692, 2011 | D54 ERlucT glycosylation luciferase reporter, 24 h; percent of 100 nM tunicamycin response | actives 0.23% (n = 360,000);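 active = mean luciferase reporter signal, scaled so untreated is 0 and the glycosylation-blocking control 100, at or above a set limit in every replicate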;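 note: luciferase carries N-glycosylation sites so blocking glycosylation raises the light; 0% = median of neutral control wells and 100% = median of 100 nM tunicamycin wells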
ABCB6 inh MLPCN: ABCB6 transporter inhibitors, primary screen, K562-ABCB6 cells, flow cytometry, MLPCN library; ATP-binding cassette sub-family B member 6 (Homo sapiens), Q9NP58; K562-ABCB6 porphyrin accumulation, 1 h; hits give low values; fluorescence ratio to DMSO, % at 10 µM; actives 0.19% (n = 360,000); AID 602162, 2011;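 active = fluorescence ratio to DMSO below 75%, the collection mean minus 3 SD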;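 note: signal is porphyrin accumulated inside mitochondria; 100% equals median channel fluorescence of DMSO control wells; lower ratio means ABCB6 inhibition with less porphyrin fluorescence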
Target sequence (Q9NP58 whole entry, looked up): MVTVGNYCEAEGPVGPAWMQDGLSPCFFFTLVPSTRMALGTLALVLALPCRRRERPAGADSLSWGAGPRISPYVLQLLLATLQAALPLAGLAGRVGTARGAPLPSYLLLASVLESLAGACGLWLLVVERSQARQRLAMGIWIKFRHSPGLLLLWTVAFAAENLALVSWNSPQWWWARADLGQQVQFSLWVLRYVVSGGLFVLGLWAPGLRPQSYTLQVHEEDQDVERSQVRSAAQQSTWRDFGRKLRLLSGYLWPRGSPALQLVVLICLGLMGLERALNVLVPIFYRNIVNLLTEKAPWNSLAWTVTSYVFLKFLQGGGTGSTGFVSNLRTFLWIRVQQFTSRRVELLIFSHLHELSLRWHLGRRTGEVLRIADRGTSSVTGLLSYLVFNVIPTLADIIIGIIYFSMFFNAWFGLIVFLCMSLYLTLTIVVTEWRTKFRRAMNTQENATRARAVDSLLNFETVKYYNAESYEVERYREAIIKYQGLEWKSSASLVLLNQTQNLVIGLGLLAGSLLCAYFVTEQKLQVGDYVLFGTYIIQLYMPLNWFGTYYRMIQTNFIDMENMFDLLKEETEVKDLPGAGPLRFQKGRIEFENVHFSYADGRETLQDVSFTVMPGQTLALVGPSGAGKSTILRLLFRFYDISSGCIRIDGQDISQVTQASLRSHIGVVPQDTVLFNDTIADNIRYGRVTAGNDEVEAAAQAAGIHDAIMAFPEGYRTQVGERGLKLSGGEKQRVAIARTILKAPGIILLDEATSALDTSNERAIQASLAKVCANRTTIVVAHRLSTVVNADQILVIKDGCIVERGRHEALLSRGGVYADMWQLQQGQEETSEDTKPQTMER
PDI inh: inhibitors of human PDI, primary screen, biochemical, turbidity, single point, plate reader; Protein disulfide-isomerase (Homo sapiens), P07237; PDI insulin aggregation turbidity, A650, 90 min; inhibition, % at 10 µM; actives 0.052% (n = 350,000); AID 588391, 2011;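 active = mean inhibition across replicates of 30% or more, whatever share of single replicates reach that level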;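 note: absorbance from insulin aggregation driven by PDI reduction with DTT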
H9c2 protect: cardioprotection against H2O2-induced cell death, primary screen, uHTS, H9c2 cells, ATPLite luminescence | H9c2 cardiomyocytes, H2O2 injury protection, 2 h | protection from H2O2 cell death, % at 20 µM | actives 0.63% (n = 360,000) | AID 588492, 2011;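 active = compounds giving at least 50% protection of heart cells from peroxide-induced death in the single-dose screen, raw or plate-pattern-corrected value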;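 note: 0% = DMSO wells with peroxide and 100% = DMSO wells without peroxide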
MC4R antag cAMP: MC4R antagonists of cAMP signaling, primary screen, cell-based, TR-FRET, antagonist arm of biased-ligand search. Melanocortin receptor 4 (Homo sapiens), P32245. MC4R-expressing cells, MTII-stimulated cAMP, LANCE TR-FRET. inhibition, % at 6.5 µM. actives 0.48% (n = 360,000);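 active = inhibition above its plate's cutoff, the mean of tested wells on that plate plus 3 SD, cut at about 29% in these data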;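 note: 0% = Melanotan II alone and 100% = Melanotan II plus saturating MCL0020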
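material = U2OS cells stably expressing human melanocortin 4 receptor (MC4R) | also added = Melanotan II challenge | dosing = single nominal compound dose of 6.5 µM | detection = TR-FRET with Eu-cAMP and labeled anti-cAMP, 671 nm | replication = singlicate | timing = compound 30 min, challenge 1 h, detection 1 h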
MC4R ag barr: MC4R agonists recruiting beta-arrestin, primary screen, cell-based, luminescence, agonist arm of biased-ligand search | Melanocortin receptor 4 (Homo sapiens), P32245 | U2OS MC4R beta-arrestin complementation; percent of melanotan II response, DMSO zero | activation, % at 8.9 µM | actives 0.98% (n = 360,000);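 active = activation above a per-plate cutoff, the mean activation of sample wells on that plate plus 3 SD, cut at about 8% in these data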
m5-HT2A agonist: mouse Htr2a agonists via beta-arrestin recruitment, primary screen, cell-based, luminescence; 5-hydroxytryptamine receptor 2A (Mus musculus), P35363; CHO-K1 mHTR2A beta-arrestin complementation; percent of 30 µM serotonin response; activation, % at 7.6 µM; actives 0.66% (n = 360,000); AID 624169, 2012;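 active = activation above a run cutoff, the mean activation of all tested compounds plus 3 SD, cut at about 14% in these data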;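 note: 0% = plate median of compound wells and 100% = 30 µM serotonin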
ABHD5 PLIN5 PPI: ABHD5-PLIN5 interaction inhibitors, primary screen, cell lysate, split luciferase complementation, luminescence | Perilipin-5 (Homo sapiens) + 1-acylglycerol-3-phosphate O-acyltransferase ABHD5 (Homo … | Split G. princeps luciferase complementation, 4 h | inhibition, % at 4 µM | actives 0.78% (n = 360,000) | AID 602281, 2012;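 active = inhibition above the mean inhibition across every tested compound plus 3 SD, cut at about 22% in these data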;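 note: 0% = DMSO only wells and the 100% control is not disclosed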
CaV13 ICDI inh: Disruptors of the CACNA1D IQ motif to Ca2+-dependent inactivation inhibitor domain association, primary screening, Förster resonance energy transfer in intact living …; HEK cells, CFP/YFP FRET ICDI-IQ, plate reader, 10 min; percent FRET-ratio fall versus neutral wells; inhibition, % at 12.3 µM; AID 743397; actives 0.098% (n = 340,000);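 active = mean replicate inhibition of at least 30% and at least 1% of replicates passing that level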;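 note: 0% = median of the neutral control wells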
* marks the source's active call; other numbers are inactive results; . = no result given. Rows were taken by chance; overall some 4.2% were active at least once.

SMILES | ABCB6 inh MLPCN | CaV13 ICDI inh | ABHD5 PLIN5 PPI | PDI inh | Exocytosis inh | H9c2 protect | MC4R antag cAMP | MC4R ag barr | m5-HT2A agonist | N-glyco inh
Cc1ccc([C@H]2C[C@H](O)[C@@H](n3cc(-c4ccc(F)cc4)nn3)CN2C(=O)C2CCCCC2)cc1 | 101 | -9 | -19 | 2 | -4 | -24 | 6 | 4.2 | 0 | -2
O=C(Nn1cnnc1)c1cc2cc(Br)ccc2oc1=O | 97 | -6 | 4 | -5 | -2 | -6 | -6 | -2.6 | 0 | 2
c1ccc(-n2nnnc2NCCc2c[nH]c3ccccc23)cc1 | 95 | -4 | 4 | -3 | -1 | 0 | -2 | -0.8 | -6 | -2
CC(=O)c1cc(CC(=O)N2CCc3c([nH]c4ccccc34)C2c2ccccn2)cs1 (centres undefined) | 91 | -2 | 6 | 2 | 0 | 6 | -2 | -2.4 | -6 | -1
C=CCNC(=S)Nc1ccc(C)c(S(=O)(=O)N2CCCCC2)c1 | 100 | 0 | 1 | -7 | 1 | -7 | -4 | -1.7 | 2 | 0
C=CCOc1ccc(/C=C/C(=O)N2CCCN(S(=O)(=O)c3c(C)noc3C)CC2)cc1 | 101 | -5 | 2 | -5 | -4 | -3 | 6 | -2.1 | 1 | -4
Cc1c(C)c2ccc(OC(C)C(=O)NCc3ccccn3)cc2oc1=O (centres undefined) | 97 | -23 | -2 | 0 | -2 | 1 | 11 | -3.0 | 1 | 2
Nc1ccc2c3c(cccc13)C(=O)N(c1ccccc1)C2=O | 108 | -111 | -5 | 1 | -4 | 1 | -18 | -2.1 | 3 | 6
O=C1CSC(c2ccco2)N1 (centres undefined) | 100 | . | 3 | 0 | 0 | 2 | 12 | -0.6 | 3 | 3
CCN(Cc1cnn(C)c1)Cc1nc(C(c2ccccc2)c2ccccc2)no1 | 96 | -3 | -2 | 1 | 1 | -2 | 2 | -0.2 | -7 | 0
CC(=NNC(=S)Nc1ccc(C)cc1)c1ccccn1 | 95 | -7 | -6 | -2 | -4 | 30 | 8 | -3.8 | 3 | -5
Cc1ccc(NC(=O)C(c2ccc(Cl)cc2)N2CCCCC2)cc1 (centres undefined) | 97 | . | 1 | 8 | -4 | -15 | 7 | -1.8 | -4 | -4
C[C@H](NC(=O)c1[nH]cnc1C(=O)Nc1ccccc1)c1ccccc1 | 93 | -6 | -3 | 5 | -12 | 24 | 3 | 2.4 | -4 | 5
CCc1cccc(CC)c1NC(=O)CO/N=C(\C)c1cccs1 | 99 | -4 | 0 | -6 | -6 | -1 | 16 | -1.7 | -2 | -2
COc1ccc(NC(=O)CSc2nc(N)cc(N)n2)cc1S(=O)(=O)N1CCCCC1 | 103 | -6 | -14 | -6 | 0 | 7 | 12 | -0.1 | 4 | 0
CCSc1nc(-c2ccccc2)c(-c2ccccc2)n1CC(O)CO (centres undefined) | 87 | -7 | 0 | 10 | 4 | -2 | 6 | 0.3 | 4 | 1
CCCN(CC(=O)Nc1ccccc1C)C(=O)c1cn2ccccc2n1 | 108 | -6 | -3 | 1 | 2 | 9 | 3 | 0.4 | 0 | -1
O=C(CNC(=O)c1cccc(S(=O)(=O)N2CCc3ccccc32)c1)Nc1ccccc1Br | 97 | -6 | -3 | -8 | 1 | -8 | 22 | -4.1 | -10 | -10
CC(C)(C)OC(=O)N/N=C\c1ccc(OC(=O)c2ccco2)cc1 | 100 | -4 | -3 | -2 | 0 | 2 | -3 | -2.3 | -4 | -1
N#C/C(=C\c1ccccn1)c1nc2ccccc2s1 | 941 | -4 | 1 | -3 | -4 | -3 | -9 | -2.0 | 1 | 18
CCn1c(SCC(=O)N2c3ccccc3CC2C)nnc1-c1ccco1 (centres undefined) | 87 | . | 2 | 3 | -1 | 6 | 5 | -1.9 | 0 | 1
CCCCc1ccc(S(=O)(=O)NC(=O)C2(C)CCN2C(=O)Cc2ccccc2)cc1 (centres undefined) | 100 | -6 | -10 | -1 | 1 | 0 | -1 | 0.7 | -7 | 1
O=C1/C(=C/c2ccc(N3CCCC3)cc2)NC(=S)N1C1CC1 | 303 | . | 2 | 4 | -2 | -13 | 3 | 1.3 | 3 | 1
Cc1cc(Cl)cc(C)c1OCC(=O)O | 87 | . | -1 | -14 | -1 | 4 | 10 | 0.4 | 1 | 0
O=C(c1ccc(=O)[nH]c1)N(Cc1ccco1)C1(C(=O)NC2CCCC2)CCCCC1 | 95 | . | -2 | 4 | 2 | 2 | 0 | -1.6 | -3 | -1
Cc1ccc(NC(=O)CN2CCc3ccccc3C2)cc1F | 99 | -6 | -5 | 2 | -4 | 0 | 7 | -1.3 | 1 | 0
O=C(OCc1nnc(-c2ccccc2)o1)c1ccco1 | 99 | -1 | 2 | -3 | -1 | -3 | 3 | -2.7 | -1 | 1
O=C(CSc1nc(NS(=O)(=O)c2ccccc2)cc(=O)[nH]1)Nc1ccc(Cl)cc1 | 96 | -7 | -6 | 1 | 3 | -10 | 17 | -0.2 | 2 | 1
COc1cccc(CNCc2ccc(SC)cc2)c1OC | 97 | -7 | 14 | 0 | 0 | -1 | 6 | -1.3 | -4 | -2
CC(C)CC(=O)N1CCN(Cc2ccccc2Br)CC1 | 98 | -2 | 2 | 3 | 5 | -2 | 3 | 0.0 | 2 | -2
CCOc1ccc(NC(=O)N2CCC(c3ccc(C)cc3)C2)cc1 (centres undefined) | 99 | -4 | -3 | 1 | -1 | -7 | 11 | 1.1 | 0 | -1
CCN(C(=O)CN1C(=O)c2ccccc2S1(=O)=O)C1CCCCC1 | 97 | -6 | 1 | 4 | -1 | -4 | 10 | 0.0 | 1 | 2
CC1(C)CC(NC(=O)CCC2CCCC2)CC(C)(C)N1 | 102 | -5 | -1 | 5 | -2 | 6 | 1 | -1.2 | 3 | 0
CCOC(=O)CN1CCC(C2(c3cc4ccccc4[nH]3)OCCO2)CC1 | 98 | -10 | 5 | 6 | -4 | -4 | -9 | -0.3 | -1 | 0
CCN(CC(=O)NC(=O)Nc1ccccc1F)Cc1ccccc1 | 103 | -7 | 2 | -6 | -5 | -4 | -1 | 0.6 | -4 | -1
COc1ccc(N2CCN(CCNC(=O)Nc3ccc(Cl)cc3)CC2)cc1 | 108 | -7 | 5 | 4 | 2 | -2 | 2 | 1.0 | -4 | 0
O=C(NCc1ccccc1C(F)(F)F)C1CCC(=O)N(C2CCCCCC2)C1 (centres undefined) | 92 | -3 | -6 | -2 | -2 | 3 | 7 | -4.1 | 5 | -1
CCOC(=O)c1csc(NC(=O)CSc2nnnn2-c2ccc(OC)cc2)n1 | 98 | . | 13 | 0 | -3 | -8 | 3 | -1.2 | 0 | 2
COc1ccc(NC(=O)C2CCCN2C(=O)Nc2ccc(OC)cc2)cc1 (centres undefined) | 105 | -7 | 8 | -11 | -6 | 0 | 4 | -2.5 | 4 | 0
CC1=C(C)CC(C(=O)NNC(=O)c2csc3c2CCC(C(C)(C)C)C3)C(C(=O)O)C1 (centres undefined) | 95 | -5 | -5 | 4 | 4 | 3 | 10 | 0.0 | -3 | 3
CCOC(=O)CC1CCCCN1Cc1cn[nH]c1-c1ccc(F)cc1F (centres undefined) | 88 | -6 | 6 | 8 | -3 | 8 | 6 | 0.3 | -1 | 1
CCN1C(=O)c2ccc(C(=O)NCc3ccccc3)cc2C1=O | 103 | . | 1 | 0 | 0 | 5 | 13 | -0.2 | -2 | 0
CCCS(=O)(=O)N1CCCC(C(=O)c2ccccc2OC)C1 (centres undefined) | 96 | -5 | 2 | -2 | 3 | 3 | -3 | -3.9 | -3 | 3
CCCSc1nc(N)nc(-c2cccs2)c1C#N | 87 | . | -3 | -1 | 3 | -13 | -11 | 0.9 | 2 | 2
CCC(C)NC(=O)Nc1ccc(Br)cc1 (centres undefined) | 100 | -7 | -3 | 1 | 3 | -2 | 5 | -1.7 | -3 | -2
O=C(c1sc2cc([N+](=O)[O-])ccc2c1Cl)N1CCOCC1 | 85 | -7 | -3 | -1 | 9 | 4 | -4 | -1.0 | 0 | -1
O=C(NNC(=O)c1ccccc1F)c1ccc(-c2ccccc2Cl)o1 | 94 | -9 | 9 | 0 | -7 | 2 | -1 | 0.1 | -5 | 3
COc1ccc(OCCCC(=O)Nc2ccc(S(=O)(=O)N3CCOCC3)cc2)cc1 | 94 | -3 | 0 | -13 | 4 | -4 | 3 | -2.5 | 14 | 0

Record cards, as listed above. Screens in order: ABCB6 inh MLPCN | CaV13 ICDI inh | ABHD5 PLIN5 PPI | PDI inh | Exocytosis inh | H9c2 protect | MC4R antag cAMP | MC4R ag barr | m5-HT2A agonist | N-glyco inh
CCCS(=O)(=O)N1CCCC(C(=O)c2ccccc2OC)C1 (centres undefined) is entered as 96 | -5 | 2 | -2 | 3 | 3 | -3 | -3.9 | -3 | 3
CCN1C(=O)c2ccc(C(=O)NCc3ccccc3)cc2C1=O is entered as 103 | . | 1 | 0 | 0 | 5 | 13 | -0.2 | -2 | 0

Continuation.
SMILES | ABCB6 inh MLPCN | CaV13 ICDI inh | ABHD5 PLIN5 PPI | PDI inh | Exocytosis inh | H9c2 protect | MC4R antag cAMP | MC4R ag barr | m5-HT2A agonist | N-glyco inh
COC(=O)c1cn(-c2ccccc2)nc1-c1ccc(OC)cc1 | 104 | -7 | 2 | 1 | 0 | -3 | 1 | -0.2 | 0 | 0
CC(=O)NC12CC3CC(C1)CC(C(=O)N1CCN(C(=O)c4ccco4)CC1)(C3)C2 | 98 | -2 | 3 | -4 | -3 | 0 | -1 | 1.7 | 4 | 1
Cn1c(=O)[nH]c(=O)c2c1nc(N/N=C/C(Br)=C/c1ccccc1)n2CCO | 93 | -5 | 2 | -1 | 8 | 16 | -3 | -2.1 | -1 | 6
CCOC(=O)c1cnc(SCc2ccc(C(C)(C)C)cc2)nc1N | 95 | -4 | -2 | 12 | 5 | -10 | 6 | 2.4 | 2 | -5
CCOC(=O)C(CC)(CCC(=O)O)c1csc(Nc2ccc(C)cc2)n1 (centres undefined) | 103 | -4 | -2 | -2 | -2 | -3 | 15 | -2.0 | 4 | 0
Cc1nnc(SCC(=O)Nc2cc(S(C)(=O)=O)ccc2Cl)n1Cc1ccccc1 | 103 | -3 | 11 | -9 | -6 | 2 | 6 | 0.1 | -4 | -2

Screening results from PubChem.
